# CCHFV vOTU inh: CCHFV vOTU protease inhibitors, primary screen, biochemical, Pep-AMC substrate, fluorescence; 370,000 compounds, 0.55% hits; Crimean-Congo hemorrhagic fever virus L polyprotein viral ovarian tumor (vOTU) protease …; inhibition, % at 11.5 µM; in the data active means inhibition above about 30%; further: 0% = vehicle wells with enzyme and 100% = no enzyme wells
# TcdB GH inh: TcdB glycohydrolase inhibitors, primary screen, biochemical, single point, plate reader | 350,000 compounds, 0.24% hits | inhibition, % at 9.99 µM | TcdB glycohydrolase enzymatic assay; in the data active means inhibition above about 10%
# MazEF act: activators of E. coli MazEF toxin-antitoxin RNase, primary screen, biochemical, fluorescence, uHTS | Endoribonuclease toxin MazF (Escherichia coli (strain K12)), P0AE70 | FAM/BHQ RNA-DNA oligo cleavage fluorescence, 5 h | activation, % at 20 µM | 350,000 compounds, 0.32% hits | AID 504720, 2011; in the data active means activation above about 50%
# PriA SSB inh: inhibitors of Klebsiella pneumoniae PriA binding to SSB C-terminal tail, primary screen, biochemical, AlphaScreen. PriA–SSB C-terminal tail interaction (Klebsiella pneumoniae). AlphaScreen SSBct-PriA binding, biotinylated peptide. inhibition, % at 33 µM. 430,000 compounds, 0.6% hits. AID 1272365, 2023; in the data active means inhibition mostly above about 37%, no sharp cut-off; inactive means mostly below about 20%;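 further: plate controls were negative control peptide for no effect and reference peptide for full effect; strong numbers were not always called active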
# SARS 3CLpro inh: SARS-CoV 3CLpro protease inhibitors, primary screen, biochemical, quenched FRET. Replicase polyprotein 1ab (Severe acute respiratory syndrome coronavirus), P0C6X7. recombinant SARS-CoV 3CLpro, quenched FRET peptide cleavage. inhibition, % at 6 µM. 290,000 compounds, 0.14% hits. AID 1706, 2009; in the data active means inhibition above about 12%
# VHR inh abs: VHR1 phosphatase inhibitors, primary screen, biochemical, absorbance, uHTS | Dual specificity protein phosphatase 3 (Homo sapiens), P51452 | recombinant VHR phosphatase, pNPP absorbance | inhibition, % at 13.3 µM | 290,000 compounds, 0.52% hits | AID 1654, 2009; in the data active means inhibition above about 50%; further: some compounds called inactive have numbers as strong as hits
# PrPC TRFRET: inhibitors of human cell surface prion protein PrPC, primary screen, cell-based, TR-FRET | inhibition, % at 13.8 µM | AID 720596, 2013 | Major prion protein (Homo sapiens), P04156 | 370,000 compounds, 0.43% hits | TR-FRET read-out; in the data active means inhibition above about 24%; further: 0% = median of the test wells and 100% = reference compound wells
# BH1578 lux ind: inducers of Vibrio cholerae quorum light production without autoinducers, primary screen, BH1578 luxS cqsA deficient, single point; V. cholerae BH1578 lux reporter, luminescence, 6 h; activation, % at 18.7 µM; 350,000 compounds, 0.16% hits; AID 588436, 2011; in the data active means activation mostly above about 9.7%, no sharp cut-off; further: not every result past the cut was called active; inactives centre near 0; reference of the scale not given here
# Rv3671c protease: Rv3671c serine protease inhibitors, primary screen, biochemical, fluorescence polarization, M. tuberculosis H37Rv; P9WHR9; inhibition, % at 5.96 µM; 320,000 compounds, 0.048% hits; AID 2606, 2010; in the data active means inhibition above about 38%;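 further: extracellular domain of Rv3671c used as enzyme; 0% = enzyme with DMSO and 100% = no enzyme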
# Y pestis TopoI: Yersinia pestis topoisomerase I inhibitors, primary screen, biochemical, cleavage product accumulation, plate reader, single point; DNA topoisomerase I (Yersinia pestis CO92); Y. pestis Topo-I cleavage product accumulation; activity, % at 10 µM; 360,000 compounds, 0.064% hits; AID 504884, 2011; in the data active means activity above about 50%, passing the limit was not always enough; further: inactives centre near 2
# Active calls of the source: *; i = inactive; · = no result given; & = joins results of further samples. Not all compounds are listed, so the mix of outcomes need not match the whole.
# Below each SMILES: CCHFV vOTU inh | TcdB GH inh | MazEF act | PriA SSB inh | SARS 3CLpro inh | VHR inh abs | PrPC TRFRET | BH1578 lux ind | Rv3671c protease | Y pestis TopoI
> O=C(CN1CC(c2ccccc2)CC1=O)OCc1ccccc1F (stereo unspecified)
 : -11 | · | -11 | -13 | 0 | -19 | 4 | i | 3 | 3
> CCSC1=C(C#N)C(c2ccc3c(c2)OCO3)C2=C(CCCC2=O)N1 (stereo unspecified)
 : 6 | · | -5 | -25 | -1 | 12 | 3 | -0.4 | 0 | 0
> O=C(CN1C(=O)NC2(CCCc3ccccc32)C1=O)NCc1cccs1 (stereo unspecified)
 : -9 | 15* | 3 | -10 | · | · | 9 | i | -7 | 2
> COC(=O)CN1C(=O)S/C(=C/c2cc(C)n(C)c2C)C1=O
 : 4 | · | 8 | -23 | 0 | 35 | -16 | i | 1 | 6
> CC(Sc1nc2ccccc2[nH]1)C(=O)O (stereo unspecified)
 : -5 | · | 2 | -1 | 5 | 20 | -7 | i | 8 | 6
> COCCNc1nnc(SCC(=O)NNC(=O)c2ccc([N+](=O)[O-])cc2)s1
 : 0 | 0.7 | 2 | 6 | · | · | -24 | i | 8 | -7
> Cc1n[nH]c(=O)c2c(NC(=O)CSc3ccccc3Cl)oc(C)c12
 : 0 | 1.1 | 5 | -3 | · | · | -2 | i | -1 | -3
> CC1CC1C(=O)OCC(=O)NNC(=O)COc1ccc(Br)cc1 (stereo unspecified)
 : -5 | 1.4 | 8 | -9 | · | · | 0 | -0.3 | -11 | 4
> Cc1cccc(C(C)C)c1NC(=O)COC(=O)CN1C(=O)C2CC=CCC2C1=O (stereo unspecified)
 : -7 | 2.3 | -8 | -24 | · | · | -3 | -2.2 | 6 | 1
> O=C(/C=C/c1ccccc1)c1c(O)n(CCc2ccccc2)c(=O)[nH]c1=O
 : -15 | -0.4 | -1 | -3 | 1 | -10 | 1 | -0.6 | -3 | 9
> CC(=O)NCc1ccc(C(=O)CSc2nnc(C3CC3)n2C2CC2)cc1
 : 1 | 0.6 | -1 | -2 | · | · | -5 | i | -8 | 0
> CCCCCCCN(C(=O)CCl)c1cccc(C)c1
 : -11 | 0.5 | -3 | -8 | 5 | -10 | 6 | -0.2 | -2 | 9
> CCOc1ccc(C(C)NC(=O)Cc2ccccc2)cc1OCC (stereo unspecified)
 : 0 | -0.2 | 7 | 0 | 3 | -5 | -3 | -0.3 | 4 | -3
> Cc1cc(C)c2c(=O)n(CC(=O)N3CCC(N4CCCCC4)CC3)sc2n1
 : 10 | -5.9 | 5 | -10 | -3 | 34 | 7 | -0.1 | -1 | 11
> CCOc1ccc(C(=O)N2CCN(c3ccccn3)CC2)cc1
 : -11 | 2.7 | 10 | -2 | 1 | 24 | -9 | -0.4 | 1 | 8
> Cc1sc2nc(CN3CCOCC3)nc(NS(=O)(=O)c3cc(Cl)ccc3Cl)c2c1C
 : 5 | -6.3 | 6 | -10 | · | · | 8 | i | 15 | 5
> CCC1(C)Cc2c(sc3nc4n(c(=O)c23)CCS4)CO1 (stereo unspecified)
 : 11 | · | 0 | -13 | 4 | -10 | -4 | i | 4 | 4
> CCOC(=O)/C(=N/Nc1ccc(Cl)cc1)S(=O)(=O)c1ccccc1
 : -6 | 0.1 | 3 | · | 3 | -2 | 0 | i | 1 | 28
> COC(=O)C1=C(c2ccc(C(C)=O)cc2)C[C@@H]2CC[C@H]1N2C
 : 1 | 0.5 | 7 | -5 | · | · | -9 | i | 5 | 6
> Cc1cccc(-c2ncc(S(=O)(=O)C(C)(C)C)c(N)n2)c1
 : 0 | -2.4 | -1 | -6 | -2 | 16 | -3 | -0.6 | 1 | -8
> C=CCOC(=O)C1=C(C)NC(C)=C(C(=O)OCC=C)C1c1cccs1
 : · | 0.3 | 5 | -5 | 0 | 31 | · | 0.2 | 1 | 28
> Cc1c(N=Cc2cc3c(cc2Cl)OCO3)c(=O)n(-c2ccccc2)n1C
 : -4 | · | 5 | 1 | · | 24 | -8 | i | -1 | 3
> CCOC(=O)c1sc(NC(=O)CSc2n[nH]c(C)n2)nc1C
 : 16 | 0.0 | 2 | -12 | 1 | 22 | 8 | -0.3 | 11 | -3
> O=C(Cc1ccccc1)Nc1ccccc1Oc1ccccc1
 : 6 | · | 0 | -15 | 3 | 5 | -6 | -0.3 | 3 | 7
> O=C(NC1CCCCCCC1)C1c2ccccc2C(=O)N1Cc1cccs1 (stereo unspecified)
 : 11 | 0.6 | -4 | -1 | -3 | 4 | -4 | -0.4 | -1 | -3
> Cc1ccc(NC(=O)CSc2nc3ccc(Nc4nc(N5CCOCC5)nc(N5CCOCC5)n4)cc3s2)cc1
 : -3 | 0.8 | -13 | -18 | -2 | 46 | -1 | i | · | 9
> CC(C)C1S/C(=N/N=C/c2cccs2)NC1=O (stereo unspecified)
 : 35* | · | 3 | · | 1 | 21 | 6 | -0.1 | 4 | -2
> Cc1nnc(SCc2nc3ccccc3nc2C)s1
 : 14 | · | -6 | 1 | 0 | 20 | 4 | i | 0 | 3
> COc1ccc(C(C)(O)c2nc(-c3ccncc3)cs2)cc1 (stereo unspecified)
 : -5 | 0.7 | · | · | · | · | 7 | -0.3 | · | 5
> Cc1cc(=O)n2[nH]c(C(=O)O)nc2n1
 : -7 | · | 5 | -10 | 1 | -1 | 1 | i | 1 | 2

# Remaining list, next part.
smiles	CCHFV vOTU inh	TcdB GH inh	MazEF act	PriA SSB inh	SARS 3CLpro inh	VHR inh abs	PrPC TRFRET	BH1578 lux ind	Rv3671c protease	Y pestis TopoI
CC(C)Cc1nc2oc3c(NCC4CCCO4)ncnc3c2c2c1CCC2 (stereo unspecified)	0	·	-11	-8	2	8	-4	3.8	1	39
Cc1nn(C(C)C(=O)NCCCN2CCCC2)c(=O)c2nn(-c3ccccc3)c(C)c12 (stereo unspecified)	8	1.0	6	-3	-1	42	5	i	-16	-5
COc1ccc(-n2cc(CNCCc3cnc[nH]3)c(-c3cccc(F)c3)n2)cc1	1	2.0	-5	20	3	8	-8	-0.8	6	2
CCc1nc2ccc(C(=O)Nc3cccc(NS(C)(=O)=O)c3)cn2c1N(C)C(=O)Cc1ccccc1	25	0.9	·	·	·	·	-10	i	·	-14
CCOc1ccc(N=C(NC#N)SCC)cc1	0	·	-2	1	-2	4	-1	-0.3	-6	7
Cc1ccc(C2(CCNS(=O)(=O)c3ccc(C)cc3)CCOC(C(C)C)C2)cc1 (stereo unspecified)	13	·	1	-10	12	-6	2	-0.3	-12	35
Cc1cc(C)c(S(=O)(=O)N2CCCCC2CCNC(=O)C(=O)NCc2ccco2)c(C)c1 (stereo unspecified)	0	0.3	6	2	·	·	8	2.1	2	0
CC(C)CCN(C(=O)c1ccncc1)c1c(N)n(Cc2ccccc2)c(=O)[nH]c1=O	3	0.5	2	-4	·	·	5	i	-1	2
Cc1ccc(CNCc2cc3c(C(C)(C)C)nn(-c4ccccc4)c3[nH]c2=O)cc1	-17	1.0	4	-5	-1	17	1	i	5	5
COCCNC(=O)COc1cccc(Oc2ccccc2)c1	-13	·	3	-5	2	15	0	7.7	9	-1
CC1CN(c2ccc(S(=O)(=O)N3CCCC3)cn2)CC(C)O1 (stereo unspecified)	9	1.2	0	-12	-1	25	5	-0.2	1	-1
Cc1cccc(/C=N/n2c(-c3cc(-c4ccccc4)n[nH]3)n[nH]c2=S)c1	1	1.5	-7	·	3	-5	-6	-0.3	-4	20
O=C(CNC(=O)C(c1ccccc1)c1ccccc1)N/N=C/c1cccnc1	-9	-0.4	6	i	-4	10	1	-1.4	-1	2
Cc1c(C)c2ccc(OCC(=O)NC3CCN(Cc4ccccc4)CC3)cc2oc1=O	-25	0.4	12	0	-7	1	-9	-0.4	2	9
O=C(NC1CCN(Cc2ccc(Cl)cc2)CC1)c1cn(-c2ccccc2)nc1-c1cccnc1	6	2.9	-5	5	·	·	-12	i	-11	25
Cc1cccc(C(=O)NNC(=O)c2ccc(S(=O)(=O)N3CCOCC3)cc2)c1	1	0.9	-23	-7	2	36	2	-4.4	-2	1
CCN1C(=O)c2ccc(C(=O)Nc3ccc(O)cc3C)cc2C1=O	3	9.0	-11	-8	1	-8	0	-0.2	4	-1
CC1(C)CC(=O)C(C=NCCN2CCN(C(=O)Cc3ccc(F)cc3)CC2)=C(O)C1	-5	·	-4	0	-4	13	2	i	9	5
Fc1ccc(-c2csc3ncnc(N4CCc5ccccc5C4)c23)cc1	-3	-0.8	-4	-10	7	1	0	-0.1	-11	40
Cc1ccc2[nH]c3c(c2c1)CCN(C)C3	-3	0.1	-2	0	-15	21	-4	i	-2	5
O=C1C(=O)c2ccccc2C(O)=C1C1CCC(c2ccc(Cl)cc2)CC1 (stereo unspecified)	-2	0.6	-3	-15	·	·	4	-0.2	-3	-2
O=S(=O)(Nc1nc2ccccc2nc1NCC1CCCO1)c1ccccc1 (stereo unspecified)	-15	0.8	-2	5	3	13	4	-0.4	7	9
O=C(CSc1ncnc2nc[nH]c12)Nc1ccccc1C(F)(F)F	9	·	10	-6&-7	9	10	7	i	-5	4
CCCCN(C)CCNC(=O)c1cc2c(-c3ccccc3F)nn(C)c2s1	-21	-0.5	16	12	-1	12	-2	i	6	-6
COc1cccc2sc3cc(NCc4ccc5c(c4)OCO5)ccc3c(=O)c12	-36	2.1	-16	-3	·	·	94*	i	-10	15
O=C1CCc2cc(S(=O)(=O)Nc3ccccc3F)cc3c2N1CCC3	-7	1.2	-2	-2	·	·	-1	-0.8	-3	-3

# Some of the entries so far, field by field:
> Cc1nn(C(C)C(=O)NCCCN2CCCC2)c(=O)c2nn(-c3ccccc3)c(C)c12 (stereo unspecified)
- CCHFV vOTU inh = 8
- TcdB GH inh = 1.0
- MazEF act = 6
- PriA SSB inh = -3
- SARS 3CLpro inh = -1
- VHR inh abs = 42
- PrPC TRFRET = 5
- BH1578 lux ind = i
- Rv3671c protease = -16
- Y pestis TopoI = -5

> COc1ccc(-n2cc(CNCCc3cnc[nH]3)c(-c3cccc(F)c3)n2)cc1
- CCHFV vOTU inh = 1
- TcdB GH inh = 2.0
- MazEF act = -5
- PriA SSB inh = 20
- SARS 3CLpro inh = 3
- VHR inh abs = 8
- PrPC TRFRET = -8
- BH1578 lux ind = -0.8
- Rv3671c protease = 6
- Y pestis TopoI = 2

> CCc1nc2ccc(C(=O)Nc3cccc(NS(C)(=O)=O)c3)cn2c1N(C)C(=O)Cc1ccccc1
- CCHFV vOTU inh = 25
- TcdB GH inh = 0.9
- MazEF act = ·
- PriA SSB inh = ·
- SARS 3CLpro inh = ·
- VHR inh abs = ·
- PrPC TRFRET = -10
- BH1578 lux ind = i
- Rv3671c protease = ·
- Y pestis TopoI = -14

> CCOc1ccc(N=C(NC#N)SCC)cc1
- CCHFV vOTU inh = 0
- TcdB GH inh = ·
- MazEF act = -2
- PriA SSB inh = 1
- SARS 3CLpro inh = -2
- VHR inh abs = 4
- PrPC TRFRET = -1
- BH1578 lux ind = -0.3
- Rv3671c protease = -6
- Y pestis TopoI = 7

# Screens from PubChem BioAssay.
